Bioassay records: PubChem BioAssay, The Scripps Research Institute Molecular Screening Center
CHO parental Ca – counter-screen: ATP calcium response change in parental CHO cells; parental CHO-K1, ATP-induced calcium, Fluo-8 fluorescence; inhibition, % at 5.6 µM; hit rate 0.63% among 330,000; AID 463079;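 active = inhibition above that plate's mean sample inhibition plus 3 SD, cut at about 26% in these data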;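 also: 0% = ATP-challenged DMSO wells and 100% = DMSO wells without ATP; some compounds past the cut are filed as inactive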
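material = parental CHO cells | also added = ATP as calcium-mobilizing challenge | dosing = single point at 5.6 µM | detection = intracellular calcium via Fluo-8 no-wash fluorescent dye | read-out = % inhibition | benchmarks = low control ATP plus DMSO, high control DMSO only | repeats = one well per compound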
CHRM4 antagonist – CHRM4 antagonism in calcium assay | CHO-hM4 cells, ACh EC80, Fluo-8 calcium fluorescence | hit rate 0.73% among 360,000 | inhibition, % at 3 µM | P08173 | AID 624125;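 active = inhibition above its plate's cutoff, the mean inhibition of sample wells plus 3 SD, cut at about 27% in these data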;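 also: 0% = acetylcholine EC80 with DMSO and 100% = DMSO without agonist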
Target sequence (P08173 whole entry, looked up): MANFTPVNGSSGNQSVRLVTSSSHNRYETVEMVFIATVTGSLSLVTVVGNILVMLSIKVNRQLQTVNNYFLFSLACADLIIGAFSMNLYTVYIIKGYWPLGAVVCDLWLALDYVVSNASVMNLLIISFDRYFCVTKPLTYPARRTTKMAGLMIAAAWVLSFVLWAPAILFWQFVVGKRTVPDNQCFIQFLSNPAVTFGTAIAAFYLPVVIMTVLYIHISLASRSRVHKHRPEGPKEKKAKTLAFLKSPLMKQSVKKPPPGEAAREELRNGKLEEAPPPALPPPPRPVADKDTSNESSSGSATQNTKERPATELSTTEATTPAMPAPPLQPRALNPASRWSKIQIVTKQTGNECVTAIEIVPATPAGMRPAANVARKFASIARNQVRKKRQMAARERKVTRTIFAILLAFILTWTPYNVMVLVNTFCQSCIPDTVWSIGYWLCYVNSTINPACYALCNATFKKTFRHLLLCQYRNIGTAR
CHRM1 agonist – agonists of human M1 muscarinic receptor; activation, % at 3 µM; CHO-K1 hM1, Fluo-8 calcium fluorescence, agonist mode; 0% DMSO, 100% acetylcholine EC100; P11229; AID 588814; hit rate 0.33% among 360,000;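 active = activation above the run's mean compound activation plus 3 SD, cut at about 16% in these data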;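 also: peak over basal fluorescence ratio within a 140 s kinetic read after compound addition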
M1 ag parental – nonselective activator or artifact in parental CHO-K1 cells. Fluo-8 calcium fluorescence; scaled to maximal ATP response, vehicle zero. activation, % at 3 µM. hit rate 0.48% among 360,000. AID 602248; in the data active = activation above about 15%;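 also: untransfected CHO-K1 host cells lacking M1 receptor as counterscreen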
OXTR potentiator – potentiators of human oxytocin receptor; CHO-OTR cells, Fluo-8 calcium fluorescence, potentiator mode; 0% = oxytocin EC15, 100% = EC100; activation, % at 3 µM; AID 2445; P30559; hit rate 0.061% among 320,000;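 active = activation above that plate's cutoff, the mean activation of tested compounds plus 3 SD, cut at about 6.6% in these data, passing the limit was not always enough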;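 also: 100% uses oxytocin at 75 nM as the full agonist control; some results filed as inactive read as strong as hits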
Target sequence (P30559 whole entry, looked up): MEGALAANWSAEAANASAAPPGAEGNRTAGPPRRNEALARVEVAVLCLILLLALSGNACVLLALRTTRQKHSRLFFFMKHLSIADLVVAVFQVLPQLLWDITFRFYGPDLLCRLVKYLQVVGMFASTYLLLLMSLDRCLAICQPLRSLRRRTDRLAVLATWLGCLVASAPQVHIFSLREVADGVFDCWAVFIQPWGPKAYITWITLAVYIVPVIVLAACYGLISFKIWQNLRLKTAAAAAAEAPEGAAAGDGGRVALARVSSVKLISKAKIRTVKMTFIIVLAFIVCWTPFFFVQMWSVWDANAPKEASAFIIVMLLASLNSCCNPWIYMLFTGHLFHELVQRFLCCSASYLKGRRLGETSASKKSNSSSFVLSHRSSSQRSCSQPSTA
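Dosing: Single dose, 3.0 µM nominal final compound concentration | Material: Human OTR in CHO cells | Technique: Kinetic Fluo-8 calcium fluorescence | Benchmarks: EC15 oxytocin alone as 0%, 75 nM oxytocin as 100% | Probe or stimulus: Oxytocin at about EC15, sub-maximal agonist stimulus | Incubation: Compound 6 min at room temperature before oxytocin, 100 s read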
CHO-K1 Ca antag – nonselective inhibitor or artifact in parental CHO-K1 cells; AID 602250; hit rate 0.6% among 360,000; ATP-induced calcium, Fluo-8 fluorescence; inhibition, % at 3 µM;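 active = inhibition above a per-plate cutoff, the plate's mean sample inhibition plus 3 SD, cut at about 24% in these data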;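 also: 0% = DMSO plus EC80 ATP and 100% = DMSO alone without ATP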
M4 ag – agonists of human muscarinic M4 receptor (CHRM4). P08173. activation, % at 3 µM. CHO-K1 hM4/Gqi5, Fluo-8 calcium fluorescence; vehicle 0%, full acetylcholine response 100%. hit rate 0.14% among 360,000;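 active = activation above the run mean over all test wells plus 3 SD, cut at about 32% in these data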;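 also: peak over basal fluorescence ratio per well then scaled between controls; 0% = DMSO wells and 100% = acetylcholine at EC100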
M1 PAM – potentiates human M1 receptor response to acetylcholine. activation, % at 3 µM. hit rate 0.088% among 360,000. AID 588819. CHO-K1 hM1, Fluo-8 calcium fluorescence, ACh EC20; 0% = ACh EC20, 100% = maximal ACh; in the data active = activation above about 19%, passing the limit was not always enough
CHRM1 antagonist – human CHRM1 antagonism | CHO-K1 hM1, Fluo-8 calcium fluorescence, ACh EC80 antagonist | inhibition, % at 3 µM | hit rate 1.3% among 360,000 | AID 588852;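 active = percent inhibition above its own plate's cutoff, namely the mean of that plate's compound wells plus 3 SD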;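 also: peak over basal fluorescence ratio during 140 s after agonist addition; 0% = ACh EC80 plus DMSO and 100% = DMSO alone without agonist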
Starred values were filed as active, the others as inactive; nt = no result given.

SMILES	CHO parental Ca	CHRM4 antagonist	CHRM1 agonist	M1 ag parental	OXTR potentiator	CHO-K1 Ca antag	M4 ag	M1 PAM	CHRM1 antagonist
COc1ccc2cc(CN(Cc3cccs3)Cc3nnnn3Cc3ccccc3)c(=O)[nH]c2c1	-15	12	-6	3.3	-3	0	9	-1	-1
CCOc1ccc(-c2nc3n(c(=O)c2C#N)CCCS3)cc1	-16	4	-4	-0.1	-16	2	0	6	-8
O=C(Nc1cccc2cccnc12)c1ccc2sc([C@H]3C[C@H](O)[C@@H](CO)O3)nc2c1	nt	-14	0	4.2	nt	-5	15	-3	5
CC(C)c1ccc(Nc2cnn(C34CC5CC(CC(CC(=O)O)(C5)C3)C4)c(=O)c2Cl)cc1	-3	3	-3	0.7	-1	-10	1	7	-23
CNC(=O)c1c(C)noc1C	-15	-3	-6	-0.3	-8	-3	0	4	3
CCOC(=O)Nc1cccc(NC(=O)c2cc(OC)cc(OC)c2)c1	-16	-7	-7	3.6	-6	-25	6	2	1
O=C(c1cccc(S(=O)(=O)N2CCN(c3ccccc3)CC2)c1)N1CCCCCCC1	-20	2	-3	7.8	-13	-3	10	-8	7
O=C1CC(c2ccco2)CC(O)=C1C=NCC1NCCc2ccccc21 (stereo not given)	-20	-2	-6	-0.5	-8	4	1	-4	1
Cc1ccc(-n2c(C)c(C)c3c(NCCN(C)C)ncnc32)cc1	-21	10	-11	-0.5	-3	-6	0	-2	-6
COC(=O)c1ccc(Nc2cc(C)nc3ncnn23)cc1	5	6	0	0.6	-1	-5	1	12	-18
CCCCCN(C(=O)CCC(=O)OCC(=O)N(CC#N)c1ccccc1)c1c(N)n(CCCC)c(=O)[nH]c1=O	4	-3	-3	0.9	-3	-7	1	5	-5
Cc1ccc(Nc2nc(N)c([N+](=O)[O-])c(NCCO)n2)cc1	-9	0	-4	-0.4	2	-14	0	8	-7
CCC(C(=O)OC)n1cnc2c(nnn2-c2cccc(Cl)c2)c1=O (stereo not given)	-7	-3	-2	3.9	-7	12	17	-7	7
CC(=O)Nc1ccc(NC(=O)c2sc3nc4c(c(-c5ccc(C)cc5)c3c2N)CCC4)cc1	-14	-4	-2	-0.1	-3	-2	0	7	-9
O=C(NCCN1CCN(C(=O)c2cccc(Br)c2)CC1)C(=O)NCc1ccccc1	-12	-3	-4	1.1	2	-6	2	6	-8
COC(c1ccccc1)c1nnc(CCC(=O)NCCC(C)C)o1 (stereo not given)	2	3	-6	0.0	-1	12	0	1	2
Cc1cc(C)cc(Oc2ccccc2/C=N\O)c1	-15	2	-4	-0.1	-10	-4	2	-4	2
CCCCCCN=C(C)c1ccccc1O	-1	-1	2	0.0	-1	-2	0	1	-16
N/C(=N\OC(=O)Nc1cccc(C(F)(F)F)c1)c1ccno1	3	10	0	2.0	-7	5	7	-1	6
O=S(=O)(c1cccc(S(=O)(=O)N2CCC(n3nnc4ccccc43)CC2)c1)N1CCCCC1	-29	17	-2	4.8	-11	26*	9	2	8
C=C(C)c1ccc(C(C)(C)NC(=O)N2CCN(C)CC2)cc1	-8	2	3	0.5	-1	-5	0	1	-37
CCC1Oc2ccc(C)cc2N(CC(=O)NCCC2=CCCCC2)C1=O (stereo not given)	-16	-9	-1	1.0	-7	-25	-1	4	-9
CCC(=O)Nc1nc(C)nc(C)c1C(C)=O	-3	6	-2	-0.1	-6	-3	0	0	-1
Cc1ccc(C(=O)NCCN2CCC(n3c(=O)[nH]c4ccccc43)CC2)cc1F	nt	-5	nt	1.9	nt	-1	9	nt	nt
COc1ccc(NC2=CC(=O)CC(c3ccccc3)C2)cc1 (stereo not given)	-22	0	-15	2.2	-2	-10	0	12	-7
COc1cccc(NC(=S)N/N=C2\CC3CCC2(C)C3(C)C)c1 (stereo not given)	-17	-18	-15	-0.1	-11	-8	-2	0	-7
CN(C)N1C(N)=C(C#N)C(c2ccc(F)cc2)C2=C1CC(C)(C)CC2=O (stereo not given)	-13	-6	-4	-0.1	-7	-10	1	1	1
O=C(O)c1cccnc1Br	5	2	-3	1.8	-12	-7	1	2	-4
O=C(Nc1ccc(Oc2cccnc2)cc1)C1CCN(Cc2cccc(Cl)c2)CC1	-24	4	-4	6.6	-6	-3	7	0	-1
CC1(C)CC(=O)c2cn3c(nc2C1)nc1ccccc13	-7	-8	-3	-0.2	-17	0	0	11	-5
CCOC(=O)Cc1csc(NS(=O)(=O)c2ccccc2)n1	-3	-1	-2	0.9	-11	-3	0	2	-4
O=C(CCNS(=O)(=O)c1ccccc1)N1CCN(c2ccccc2F)CC1	-24	-3	-1	1.3	-3	-2	2	2	-4
CCCCn1c(-c2csc(C(C)C)c2)n[nH]c1=S	45	4	-15	0.0	1	5	-1	-16	5
Cn1c(Cl)c(C(=O)Nc2ccc(Cl)cc2)c2ccccc21	-5	9	-4	-0.2	-14	8	1	10	-10
COC(=O)C(C(=O)OC)c1ccc(N)cc1	-5	10	-5	0.8	-6	-10	0	-7	22
CC(=O)c1c(C(C)=O)c(C)n(-c2ccc(N)c(C)c2)c1C	6	-1	0	0.2	-9	-5	1	7	-36
CN(C)c1cccc2c(S(=O)(=O)NC(=O)[C@H]3O[C@@H](n4cnc5c(N)ncnc54)[C@H](O)[C@@H]3O)cccc12	nt	-2	-2	-0.1	nt	-16	0	3	-34
Nn1c(SCC(=O)Nc2ccc3c(c2)OCO3)nnc1C(F)(F)F	0	8	-9	1.1	2	-1	3	9	-3
CCOc1cc(N2CCOCC2)c(OCC)cc1NC(=O)COC(=O)c1cccc2ccccc12	-18	1	-7	1.1	-4	2	4	-1	0
OC(c1ccccc1)(c1ccccc1)c1ccn[nH]1	4	5	-2	-0.2	-1	-4	1	10	-5
CSc1ccc(/C=C(/NC(=O)c2ccccc2)C(=O)NCCN2CCOCC2)cc1	-8	8	-4	0.8	-8	-3	4	10	-11
C#CCOCCOCCOCCNc1nc(N2CCOCC2)nc(N2CCN(C(=O)[C@H](C)n3cc(CCC(=O)O)nn3)CC2)n1	nt	-1	-3	5.2	nt	-4	-1	3	-6
COc1ccc(C(=O)NC2CCCc3ccccc32)cc1[N+](=O)[O-] (stereo not given)	-10	-7	-8	0.9	-3	-6	4	-2	1
COc1cc(OC)cc(C(=O)NCCCN2CCOCC2)c1	-7	-2	-5	0.3	-16	-2	1	8	0
N#Cc1ccc(-c2nc3ccc(Cl)cn3c2Cc2ccccc2C(F)(F)F)cc1	nt	3	-2	1.4	nt	-27	0	-7	-19
CCCOc1ccc(C(=O)C(CN2CCCC2)c2ccccc2)cc1 (stereo not given)	-3	4	-8	1.8	-7	0	3	-23	18
COC(=O)C1CCN(CC(=O)NC(=O)Nc2ccccc2F)CC1	-16	0	-2	1.7	-3	-4	2	5	-14
CC(NC(=O)COC(=O)C1(C)CC1(Cl)Cl)c1ccccc1 (stereo not given)	-17	-12	-4	1.3	1	-15	2	15	-14
COc1ccc(CN2C(=O)c3cccnc3C2=O)cc1S(=O)(=O)NC1CCCCC1C (stereo not given)	-26	2	-1	0.6	-1	-3	1	6	-2
CCC1CCCCN1S(=O)(=O)c1ccc(S(=O)(=O)N(Cc2ccccn2)CC2CCCO2)cc1 (stereo not given)	-26	6	-12	3.0	-8	-8	6	-17	9
(list continues)
SMILES	CHO parental Ca	CHRM4 antagonist	CHRM1 agonist	M1 ag parental	OXTR potentiator	CHO-K1 Ca antag	M4 ag	M1 PAM	CHRM1 antagonist
COc1ccccc1NC(=O)CSc1nnnn1C	-17	6	-4	-0.3	-5	11	0	3	-7
O=C(CSc1nnc(Cc2ccccc2)o1)NCCN1C(=O)CSC1=O	0	-1	-2	0.9	-5	-21	0	10	-8
Nc1c(C(=O)N/N=C/c2ccccc2)cnn1-c1ccccc1	-15	0	-3	1.0	0	-4	2	2	-8
O=C(c1ccc(NC2=NC3CS(=O)(=O)CC3S2)cc1)N(CCO)Cc1ccccc1 (stereo not given)	-2	-6	0	0.3	-6	36*	1	3	-10
Cc1nn(Cc2ccccc2)c2c1C(c1ccco1)C(C#N)=C(N)O2 (stereo not given)	-14	-1	-2	0.8	-5	-6	1	0	-11
CCC1(CC)NC(=O)N(CC(=O)Nc2cccc3ccccc23)C1=O	-9	4	-1	-0.2	-3	0	1	9	-6
O=C(CN1CCOCC1)Nc1ccc(Cl)cc1	-2	8	-2	0.7	-6	6	0	3	-8
Cc1ccccc1OC(C)C(=O)Nc1ccc(S(=O)(=O)N2CCCC2)cc1 (stereo not given)	-13	-8	-4	2.3	-6	-9	6	-23	89*
Cc1occc1C(=O)Nc1cccc(Cl)c1Cl	-2	-12	-4	-0.3	-8	-6	0	3	-6
CN(CC(=O)Nc1ccc(N2CCOCC2)cc1)CC(=O)Nc1ccc(N2CCOCC2)cc1	-5	4	-1	0.4	1	-8	0	11	-17
O=C(COc1ccccc1Cl)Nc1ccc(N2CCN(C(=O)c3ccccc3)CC2)cc1	-4	2	-1	0.3	-15	0	1	2	5
COC(=O)C1=C(C)NC(=O)NC1c1ccc(-c2ccccc2Cl)o1 (stereo not given)	-10	2	-12	1.1	-5	-10	1	5	-7
Cc1cc(C(=O)Nc2ccccc2N2CCOCC2)c(C)o1	-15	0	-3	-0.3	5	-1	-1	8	-12
O=c1c2ccccc2sc2ccc(C#CC3(O)CCCCC3)cc12	-24	-5	-7	-0.4	-8	-9	12	-5	5
O=C(NCc1cccnc1)C(=O)NCC1OCCN1S(=O)(=O)c1ccc(Cl)cc1 (stereo not given)	-6	-12	-3	0.3	-3	-6	3	-6	13
COC(=O)Oc1nsnc1N1CCOCC1	-14	2	-3	-0.2	0	-4	1	6	-6
COc1ccc2c(c1)C=C(C(=O)OCc1cccnc1)CO2	-17	-16	-6	13	-1	-1	4	10	0
Cc1ccc(C(=O)n2c(-c3ccccc3)cnc2SCC(=O)Nc2ccccc2)cc1	2	7	-7	1.4	-1	-10	2	5	-2
Cc1csc(NC(=O)C(CC(C)C)NS(=O)(=O)c2ccc3c(c2)oc(=O)n3C)n1 (stereo not given)	-18	34*	-8	0.1	-9	1	0	10	-17
NC(N)=NC(N)=Nc1ccccc1	0	2	-4	0.0	-3	-5	1	10	-9
N#CCC1c2ccccc2CCN1C(=O)Nc1cccc(C(F)(F)F)c1 (stereo not given)	-24	-7	-6	3.5	-10	-7	2	-8	6
O=C(Nc1ccn(CCCNCCc2ccccn2)c(=O)n1)OCc1ccccc1	nt	-10	-8	1.3	nt	-15	0	12	-16
COc1ccc(N(CC(=O)NCCC2=CCCCC2)S(=O)(=O)c2ccccc2)c(OC)c1	-37	-1	-5	-0.7	-16	-4	-1	5	-4
Cc1ccccc1OCC(=O)Nc1ccc2c(c1)OCO2	-8	3	-7	1.1	1	-7	0	4	-10
